LMPTP block – LMPTP (human) inhibition; recombinant LMPTP-A, OMFP fluorogenic substrate, fluorescence intensity; inhibition, % at 20 µM; 0.22% of 360,000 active; AID 651560;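 active = compounds that cut the enzyme signal by at least half of the control window in the single-dose screen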;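 note: plate controls were DMSO wells with enzyme plus substrate for no effect and substrate without enzyme for full effect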
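material = LMPTP-A | quantity = 0.625 nM enzyme | reagent = OMFP substrate, 400 µM final | buffer or medium = Bis-Tris pH 6.0, DTT, detergent | detection = endpoint fluorescence intensity from OMFP dephosphorylation | dosing = single 20 µM dose | read-out basis = % inhibition relative to no-enzyme and uninhibited control wells | control set = no-enzyme and uninhibited controls | timing = 50 min at room temperature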
STEP inh – inhibitors of human striatal-enriched phosphatase STEP; P54829; recombinant STEP, OMFP fluorogenic substrate, fluorescence; inhibition, % at 20 µM; 0.25% of 360,000 active;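 active = inhibition at 20 µM, scaled per plate between control wells, above about 37%, limit read from the data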;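 note: 0% = DMSO with enzyme and substrate and 100% = substrate only without enzyme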
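Also added – OMFP at 25 µM · Test system – STEP tyrosine phosphatase · Technique – FITC-channel fluorescence of OMFP product · Schedule – 20 min at room temperature, dark · Evaluation – control-normalized % inhibition with plate pattern correction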
MsrA inhibitor – inhibitors of bovine MsrA | inhibition, % at 15.5 µM | 0.75% of 360,000 active | purified bovine MsrA, absorbance read-out; in the data active = inhibition above about 4.5%;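 note: 0% = vehicle wells with enzyme and 100% = reference inhibitor wells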
Scp-1 inhibitor – inhibitors of human Scp-1 phosphatase; inhibition, % at 20 µM; 0.88% of 340,000 active; Recombinant Scp1, phosphopeptide, malachite green phosphate absorbance;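 active = inhibition above about 50% at 20 µM, limit read from the data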;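 note: plate controls were DMSO wells with enzyme for no effect and wells lacking enzyme for full effect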
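Material – SCP-1 phosphatase catalytic domain, residues 76-261 · Buffer or medium – Acidic Tris acetate buffer with magnesium and detergent · Also added – Phospho 17-mer peptide substrate · Compound – single 20 µM dose, 1% DMSO · Times – 45 min room-temperature reaction, 5 min colour, 30 min stabiliser · Technique – Phosphate-binding colour reagent, absorbance read at 630 nm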
bovine MsrA act – activators of bovine methionine sulfoxide reductase A; purified bovine MsrA, absorbance read-out; activation, % at 10.6 µM; 0.3% of 360,000 active; in the data active = activation above about 7.5%;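 note: 0% = vehicle and 100% = reference activator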
TbMetRS inhib – Trypanosoma brucei MetRS inhibition; purified T. brucei MetRS, ATP depletion, Kinase-Glo luminescence; inhibition, % at 11.9 µM; 0.4% of 360,000 active;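 active = inhibition above a per-plate cutoff of the control wells' mean inhibition plus 3 SD, cut at about 5.5% in these data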;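 note: 0% = DMSO wells median and 100% = median of wells with control inhibitor compound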
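technique = Kinase-Glo luminescence, ATP depletion format | system = purified MetRS (methionyl-tRNA synthetase) enzyme from Trypanosoma brucei | timing = 15 min preincubation, 2 h reaction, all 25 °C | evaluation = percent inhibition versus plate control medians | dosing = single dose, 11.9 µM final nominal, 0.9% final DMSO | also added = substrates ATP, L-methionine and bulk Escherichia coli tRNA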
SUMO1-SIM PPI – alters human SUMO1 binding to SIM partners; inhibition, % at 20 µM; AID 602429; SUMO1 binding to a labelled peptide, TR-FRET, 1 h; P63165; 0.33% of 360,000 active; in the data active = inhibition above about 37%
eLon inh – E. coli protease La inhibition; P0A9M0; purified E. coli Lon protease, fluorescence polarization; inhibition, % at 7.94 µM; 0.42% of 360,000 active; AID 602123; in the data active = inhibition above about 13%, passing the limit was not always enough;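 note: 0% = enzyme with probe and DMSO and 100% = no enzyme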
DNMT1 block – inhibitors of human DNMT1. inhibition (reported as % activation of signal), % at 10 µM. AID 588458. 0.83% of 360,000 active. P26358. DNMT1 molecular beacon, Hinp1I cleavage, fluorescence; in the data active = inhibition above about 50%
Target sequence (P26358 504-1616 limits assumed): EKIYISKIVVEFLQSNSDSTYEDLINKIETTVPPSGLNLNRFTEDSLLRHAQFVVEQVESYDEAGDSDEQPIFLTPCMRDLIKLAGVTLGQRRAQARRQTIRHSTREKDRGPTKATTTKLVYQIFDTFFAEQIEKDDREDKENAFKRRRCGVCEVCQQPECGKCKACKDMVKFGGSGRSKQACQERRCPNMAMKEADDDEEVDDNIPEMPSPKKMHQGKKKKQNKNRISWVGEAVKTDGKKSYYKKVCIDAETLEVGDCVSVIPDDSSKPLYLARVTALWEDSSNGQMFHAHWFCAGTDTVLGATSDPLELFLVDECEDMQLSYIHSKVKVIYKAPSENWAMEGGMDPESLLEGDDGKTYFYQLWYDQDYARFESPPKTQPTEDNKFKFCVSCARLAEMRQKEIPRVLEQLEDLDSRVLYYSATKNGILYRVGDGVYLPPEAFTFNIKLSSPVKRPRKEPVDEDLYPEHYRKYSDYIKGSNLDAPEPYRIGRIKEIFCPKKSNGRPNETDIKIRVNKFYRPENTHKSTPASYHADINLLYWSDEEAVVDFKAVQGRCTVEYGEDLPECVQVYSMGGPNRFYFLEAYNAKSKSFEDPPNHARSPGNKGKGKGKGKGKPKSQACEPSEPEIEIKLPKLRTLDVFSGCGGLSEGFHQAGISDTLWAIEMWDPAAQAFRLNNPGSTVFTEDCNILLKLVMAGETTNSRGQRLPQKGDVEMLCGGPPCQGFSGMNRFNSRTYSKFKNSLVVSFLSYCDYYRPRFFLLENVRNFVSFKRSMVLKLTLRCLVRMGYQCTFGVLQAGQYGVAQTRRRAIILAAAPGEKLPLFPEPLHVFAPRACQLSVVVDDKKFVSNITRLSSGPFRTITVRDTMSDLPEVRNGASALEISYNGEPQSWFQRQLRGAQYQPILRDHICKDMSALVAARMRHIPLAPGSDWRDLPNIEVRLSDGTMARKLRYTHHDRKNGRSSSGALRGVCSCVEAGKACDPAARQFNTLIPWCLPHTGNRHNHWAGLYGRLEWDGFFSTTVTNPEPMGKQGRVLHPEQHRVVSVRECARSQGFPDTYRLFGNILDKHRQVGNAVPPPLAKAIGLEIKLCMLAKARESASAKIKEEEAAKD
NRP1-CendR mod – NRP-1/CendR interaction modulation | FAM-RPARPAR peptide binding to NRP-1, fluorescence polarization | O14786 | inhibition, % at 25 µM | AID 602438 | 0.85% of 360,000 active;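 active = inhibition or corrected inhibition above about 18%, plus a signal ratio from 0.5 to 1.5, limit read from the data, passing the limit was not always enough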; note: strong numbers were not always called active
Starred values were filed as active, the others as inactive; nt = not tested or not shown.

SMILES | LMPTP block | STEP inh | MsrA inhibitor | Scp-1 inhibitor | bovine MsrA act | TbMetRS inhib | SUMO1-SIM PPI | eLon inh | DNMT1 block | NRP1-CendR mod
O=C(N/N=C/c1cccnc1)c1ccc(O)cc1 | -2.3 | -2 | 1.5 | -9 | -3 | -0.5 | -12 | -8 | 0 | 0
O=C(c1ccc2nc(Cc3ccccc3F)oc2c1)N1CCCC1 | -0.5 | -2 | 1.1 | -7 | -3 | -0.2 | -3 | -1 | 1 | 12
COCCNC(=O)C(c1ccc(Cl)cc1)N(Cc1ccco1)C(=O)CCC(=O)Nc1ccccn1 (stereo not drawn) | -0.3 | 1 | 2.4 | -7 | -5 | -0.9 | -1 | 4 | -3 | 6
CCOC(=O)N1CCc2c(sc3c2c(=O)n(-c2ccc(CC)cc2)c(=O)n3CC(=O)NCC2CCCO2)C1 (stereo not drawn) | -1.4 | -1 | nt | 3 | -6 | -0.2 | -3 | -8 | -2 | 8
COc1ccc(C(=O)O/N=C2\CCS(=O)(=O)c3sccc32)cc1 | 0.2 | 0 | 0.6 | -6 | -2 | -0.2 | 1 | 3 | 2 | 10
CN(CC(=O)Nc1ccccc1Cl)C(=O)COC(=O)c1ccccc1[N+](=O)[O-] | -1.1 | -2 | nt | 2 | -3 | -0.4 | -18 | 0 | 3 | 6
CNc1nc(OC)nc(N(C#N)CN2C(=O)c3ccccc3S2(=O)=O)n1 | 0.7 | -1 | 1.1 | 1 | -6 | -1.0 | 3 | 2 | 1 | 0
Cc1[nH]c(=O)[nH]c(=O)c1S(=O)(=O)N1CCC(C(=O)NC(C)c2ccccc2)CC1 (stereo not drawn) | -1.2 | -2 | -0.5 | -2 | -2 | 0.6 | 2 | -8 | 4 | 2
CCCCCNC(=O)C(c1ccc(OC)cc1)n1c(=O)c(-c2ccccc2)nc2ccccc21 (stereo not drawn) | 3.6 | nt | 2.4 | nt | nt | 0.0 | -7 | nt | nt | 0
O=C(c1ccc(NS(=O)(=O)c2ccc(Cl)cc2)cc1)N1CCOCC1 | -2.2 | -1 | 0.9 | -7 | -2 | 0.1 | -2 | 2 | 0 | 7
CCOC(=O)C1(CC2CCCCO2)CCN(S(=O)(=O)c2c(C)nn(C)c2C)CC1 (stereo not drawn) | 0.6 | 0 | 0.8 | -6 | -2 | 0.2 | 0 | 0 | 1 | -2
CSc1ccc(/C=C(/NC(=O)c2ccc(C)cc2)C(=O)Nc2cccc(C)c2)cc1 | 0.0 | 1 | 0.1 | -3 | -4 | -0.8 | 1 | -9 | 55* | -18
CCOC(=O)C1(CC2CCCCO2)CCN(Cc2nccn2-c2cccc(C)c2)CC1 (stereo not drawn) | -1.6 | 0 | 0.4 | -5 | -7 | -0.8 | 1 | -6 | 2 | -2
CC(C)n1c2ccccc2c2nnc(SCC(=O)Nc3ccccc3C(=O)O)nc21 | -0.4 | -1 | 2.4 | -1 | -3 | -0.3 | 0 | -4 | 1 | 3
CCOC(=O)c1[nH]c2ccc(OC)cc2c1NC(=O)CN1CCSCC1 | 0.0 | -6 | 2.3 | -2 | -1 | -0.1 | -1 | -3 | -3 | 5
CC(NC(=O)c1cccc2ccccc12)c1ccc2c(c1)CCCC2 (stereo not drawn) | 2.6 | -1 | -0.3 | -5 | 0 | -0.7 | 0 | 3 | 5 | 8
O=C(NCCCN1CCCC1)c1ccc2c(c1)N(Cc1cccc(Cl)c1)C(=O)c1ccccc1S2(=O)=O | 2.2 | 1 | -0.8 | nt | 3 | -0.2 | -10 | -1 | -5 | -4
Cc1ccc(C(=O)CSc2nnc(COc3ccccc3)o2)cc1 | 1.3 | -2 | 2.3 | -4 | -2 | -1.4 | -6 | 2 | 1 | 7
Cc1nnc(NC(=O)C2CC(=O)N(c3ccccc3)C2)s1 (stereo not drawn) | -1.7 | 1 | 1.1 | 9 | -2 | -0.5 | -2 | -6 | -2 | -4
CCOc1ccccc1NC(=O)NS(=O)(=O)c1ccc(C)cc1 | -0.5 | 3 | 0.3 | -7 | 7 | -0.3 | 10 | -11 | -1 | -7

Some of these compounds in order of heavy-atom count, ascending.
SMILES | LMPTP block | STEP inh | MsrA inhibitor | Scp-1 inhibitor | bovine MsrA act | TbMetRS inhib | SUMO1-SIM PPI | eLon inh | DNMT1 block | NRP1-CendR mod
O=C(N/N=C/c1cccnc1)c1ccc(O)cc1 | -2.3 | -2 | 1.5 | -9 | -3 | -0.5 | -12 | -8 | 0 | 0
CN(CC(=O)Nc1ccccc1Cl)C(=O)COC(=O)c1ccccc1[N+](=O)[O-] | -1.1 | -2 | nt | 2 | -3 | -0.4 | -18 | 0 | 3 | 6
COCCNC(=O)C(c1ccc(Cl)cc1)N(Cc1ccco1)C(=O)CCC(=O)Nc1ccccn1 (stereo not drawn) | -0.3 | 1 | 2.4 | -7 | -5 | -0.9 | -1 | 4 | -3 | 6

(listing goes on)
SMILES | LMPTP block | STEP inh | MsrA inhibitor | Scp-1 inhibitor | bovine MsrA act | TbMetRS inhib | SUMO1-SIM PPI | eLon inh | DNMT1 block | NRP1-CendR mod
COc1ccccc1CNC(=O)COc1ccc(C)nc1[N+](=O)[O-] | 0.4 | 0 | 0.7 | 5 | -11 | -0.9 | -20 | -5 | 13 | 8
O=C(CSc1ccc(Cl)cc1)Nc1nnc(-c2cccc([N+](=O)[O-])c2)s1 | 0.8 | 0 | 0.5 | -8 | -1 | -0.3 | -26 | -6 | 17 | -32
CN1CC=C2C(C#N)=C(N)C(C#N)(C#N)C(Cc3ccccc3)C2C1 (stereo not drawn) | 0.6 | -3 | 1.1 | -7 | -16 | -0.6 | -17 | 39* | -2 | -6
CCCNC(=O)C1(C)CCCN(Cc2ccc(-c3ccccc3)o2)C1 (stereo not drawn) | -1.8 | 1 | 0.6 | nt | 0 | 0.0 | 9 | -2 | 0 | 10
Cc1ccc2[nH]c(=O)c(COC(=O)c3cccs3)cc2c1 | -1.1 | -1 | -0.1 | 4 | -1 | 0.3 | 12 | -9 | 21 | -10
NC(=O)c1ccc(NC(=O)CCCNC(=O)c2ccc(Cl)cc2)cc1 | -0.6 | 0 | -1.6 | -4 | -1 | 0.8 | -1 | -2 | 0 | -1
O=C(c1ccc(F)cc1)N1CCCC(C(=O)N2CCN(c3ccccc3)CC2)C1 (stereo not drawn) | -2.6 | -1 | 0.7 | -7 | 0 | -0.1 | 0 | 7 | 0 | 1
O=S(=O)(Nc1ccc2c3c(cccc13)CC2)c1ccc(F)cc1 | 1.5 | -1 | -1.2 | -19 | -2 | -0.4 | -7 | -19 | -10 | -32
O=S(=O)(NCc1ccc(Cl)cc1)c1cccc2cccnc12 | -0.6 | 1 | -0.5 | 3 | -5 | 1.6 | 4 | -8 | -2 | -3
N#CC1(NC(=O)CSc2n[nH]c(-c3ccccc3)n2)CCCCC1 | 1.7 | -1 | -0.4 | 1 | -6 | -0.7 | 3 | -6 | 0 | -11
CCCSc1ccc([C@@H]2[C@H]3C(=O)N(C)C(=O)[C@H]3[C@]3(C(=O)OC)CCCN23)cc1OC | 0.4 | 1 | -0.9 | 1 | 0 | 0.2 | -1 | -4 | 7 | 8
COc1ccc(NC(=O)Nc2cccc3c2O[C@H](CN(C)C(=O)Nc2ccc(OC)cc2)[C@@H](C)CN([C@H](C)CO)C3=O)cc1 | -0.7 | 2 | -0.1 | 0 | -2 | 0.2 | -3 | -7 | 0 | 7
CNC(=O)c1nnn(Cc2ccccc2)c1NC(C)=O | 1.8 | -2 | 0.9 | -2 | -3 | 0.8 | 5 | -1 | 2 | -2
O=C(NCCCl)Nc1cc([N+](=O)[O-])ccc1Cl | -1.1 | -3 | 1.5 | -1 | -1 | -0.1 | -25 | -3 | 1 | 12
NC(=O)c1ccccc1NC(=O)CSc1nc2c(c(=O)[nH]1)CCCC2 | 0.1 | 2 | 1.0 | -3 | -1 | 0.1 | 0 | -1 | 1 | 2
COc1cc(OC)nc(C(NC(=O)C2CCN(Cc3ccc(N(C)C)cc3)CC2)c2ccc(F)cc2)n1 (stereo not drawn) | -0.4 | 3 | 0.1 | nt | 2 | 0.0 | 0 | -4 | 1 | 5
COc1ccc(C(=O)CSc2ccc(-c3ccc(C)cc3)nn2)cc1 | 6.4 | 2 | -0.6 | -8 | -1 | -0.2 | -1 | -12 | -5 | 2
Cn1c(=O)c2c(ncn2CCOc2ccc(F)cc2)n(C)c1=O | -1.1 | -1 | -1.2 | 6 | -1 | -0.2 | 1 | -10 | 0 | 14
Cc1ccc(OCCSc2ncnc3sc(C)c(C)c23)cc1C | 3.3 | -6 | -0.8 | -12 | -1 | -0.2 | 4 | 6 | -3 | 3
CC(CCc1ccccc1)NC(=O)c1cccc([N+](=O)[O-])c1 (stereo not drawn) | -1.8 | -4 | -0.1 | -6 | -4 | 0.0 | -10 | -5 | -1 | 6

The list continues.
Order of results – LMPTP block	STEP inh	MsrA inhibitor	Scp-1 inhibitor	bovine MsrA act	TbMetRS inhib	SUMO1-SIM PPI	eLon inh	DNMT1 block	NRP1-CendR mod
- CC(c1nc2ccccc2[nH]1)N(C(=O)Cc1csc2ccccc12)c1cccnc1 (stereo not drawn)
  0.0	0	-1.6	nt	-3	0.7	2	-6	-2	6
- CCOC(=O)C1=C(N)c2ccccc2CC1C(C)C (stereo not drawn)
  1.8	4	-0.9	-13	-10	-1.3	-4	0	-1	8
- CCN1CCN(C(=O)c2cccc(OC3CCN(S(=O)(=O)N(C)C)CC3)c2)CC1
  -0.7	-2	0.5	-5	-4	0.2	2	-5	0	-12
- Cc1ccc(N=Nc2ccc(O)c(P(=O)(c3ccccc3)c3ccccc3)c2)cc1
  3.0	1	0.3	-20	0	-0.8	-8	-11	-3	-2
- Cc1ccc(NC(=O)COC(=O)[C@H](C)N2C(=O)C3CC=CCC3C2=O)cc1S(=O)(=O)N(C)C (stereo partly drawn)
  -1.6	-1	-0.4	0	-1	-0.1	1	2	-7	-8
- C#CCN(C[C@H]1[C@H](OC(=O)NCC2CCCCC2)[C@H](OC(=O)NCC2CCCCC2)C[C@@H](C(=O)OC)[C@H]1C(=O)OC)S(=O)(=O)c1ccc(C)cc1
  3.0	2	3.4	nt	-5	-0.2	5	-5	-7	-1
- CN1CCN(c2nc(Nc3ccc(O)cc3)nc3ccccc23)CC1
  23	0	1.8	11	-8	1.3	2	4	-7	4
- O=S(=O)(NC1=NCCCCC1)c1ccc(Cl)cc1Cl
  -1.3	2	0.4	-5	-7	-0.4	-1	-8	4	-3
- O=S(=O)(NCc1ccccc1)[C@@H]1CC2C=CC1C2 (stereo partly drawn)
  -1.5	1	-1.1	-6	-4	-0.4	5	8	6	6
- CC(C)(C)OC(=O)N[C@@H](C(=O)OC(C)(C)C)c1ccc(Br)cc1
  0.7	4	-0.2	5	-1	0.1	3	-8	4	4
- COc1ccc(OC)c(/C=N/NC(=O)Cn2ccnc2C)c1
  0.0	-1	0.4	-8	-2	-0.2	2	2	0	3

Screening data as filed in PubChem.
